Assay outcomes (PubChem BioAssay)
M1 ag parental: M1 agonist counterscreen hit in parental CHO-K1 cells. Fluo-8 calcium fluorescence; scaled to maximal ATP response, vehicle zero. AID 602248. activation, % at 3 µM. 360,000 compounds, 0.48% hits; in the data active means activation above about 15%;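 further: untransfected CHO-K1 host cells lacking M1 receptor as counterscreen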
M1 PAM parental: nonselective activator or artifact in parental CHO-K1 calcium assay; AID 602247; ATP EC20, Fluo-8 calcium fluorescence; 0% at ATP EC20, 100% at ATP max; 360,000 compounds, 0.02% hits; activation, % at 3 µM;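 active means activation above the run cutoff, the mean activation of all test compounds plus 3 SD, cut at about 40% in these data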;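 further: peak over basal fluorescence ratio in a 140 s read after ATP addition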
CHRM1 agonist: agonists of human M1 muscarinic receptor; P11229; CHO-K1 hM1, Fluo-8 calcium fluorescence, agonist mode; 0% DMSO, 100% acetylcholine EC100; activation, % at 3 µM; 360,000 compounds, 0.33% hits;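 active means activation above the run's mean compound activation plus 3 SD, cut at about 16% in these data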;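 further: peak over basal fluorescence ratio within a 140 s kinetic read after compound addition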
Target sequence (P11229 whole entry, looked up): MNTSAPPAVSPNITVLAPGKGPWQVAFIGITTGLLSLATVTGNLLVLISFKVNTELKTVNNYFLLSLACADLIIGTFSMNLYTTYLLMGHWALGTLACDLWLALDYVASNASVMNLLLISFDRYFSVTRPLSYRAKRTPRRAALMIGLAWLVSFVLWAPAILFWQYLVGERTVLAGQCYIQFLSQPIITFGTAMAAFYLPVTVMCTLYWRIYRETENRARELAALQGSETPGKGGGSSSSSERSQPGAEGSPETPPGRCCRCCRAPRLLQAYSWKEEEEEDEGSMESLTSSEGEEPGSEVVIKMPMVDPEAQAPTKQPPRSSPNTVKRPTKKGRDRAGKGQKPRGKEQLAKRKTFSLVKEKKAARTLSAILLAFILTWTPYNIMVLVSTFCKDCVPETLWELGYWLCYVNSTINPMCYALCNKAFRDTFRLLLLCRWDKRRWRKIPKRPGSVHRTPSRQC
TAAR1 agonist: human TAAR1 agonism | AID 624467 | CHO RD-HGA16 TAAR1, Fluo-8 calcium fluorescence; vehicle wells 0%, saturating PEA agonist 100% | 360,000 compounds, 0.99% hits | activation, % at 3 µM | Q96RJ0;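 active means activation above the mean activation of all test compounds in the run plus 3 SD, cut at about 38% in these data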
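System: CHO-derived RD-HGA16 cells with stable Gα16 and human TAAR1 / Times: 17-24 h plating, Fluo-8 75 min 37 °C, 30 min RT / Technique: calcium-sensitive Fluo-8 signal, excitation 470-495, emission 515-575 nm / Measure: % activation relative to PEA EC100 response / Benchmarks: DMSO and PEA EC100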
TAAR1 antagonist: antagonists of human TAAR1. CHO RD-HGA16 TAAR1, Fluo-8 calcium fluorescence, antagonist. inhibition, % at 3 µM. 360,000 compounds, 1.5% hits. AID 624466;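 active means inhibition above a per-plate cutoff, the mean inhibition of test compounds on that plate plus 3 SD, cut at about 49% in these data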;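 further: 0% = DMSO plus EC80 beta-PEA response and 100% = DMSO alone without agonist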
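Test system: RD-HGA16 CHO cells with stable hTAAR1 and Gα16 / Probe or stimulus: EC80 β-phenethylamine stimulus / Times: seeding 17-24 h prior, 75-min 37 °C, 30-min RT dye loading / Detection: Fluo-8 calcium-sensitive fluorescence / Read-out basis: % inhibition scaled between DMSO and EC80 PEA controls / Repeats: singlicate, one well per test compound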
CHO parental Ca: signal in parental CHO cells, OX1R antagonist counter-screen; parental CHO-K1, ATP-induced calcium, Fluo-8 fluorescence; inhibition, % at 5.6 µM; 330,000 compounds, 0.63% hits; AID 463079;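 active means inhibition above that plate's mean sample inhibition plus 3 SD, cut at about 26% in these data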;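 further: 0% = ATP-challenged DMSO wells and 100% = DMSO wells without ATP; some compounds past the cut are filed as inactive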
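Assay system: untransfected parental CHO cell line. Also added: ATP agonist challenge. Dosing: one dose, 5.6 µM nominal. Measured by: Fluo-8 fluorescence. Read-out: % inhibition. Benchmarks: ATP wells versus no-ATP DMSO wells. Repeats: no replicates.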
V1aR counter: V1a receptor agonism, counter-screen for OXTR agonists. activation, % at 3 µM. P37288. AID 2797. 320,000 compounds, 0.25% hits. CHO-V1R cells, Fluo-8 calcium fluorescence, agonist mode; 0% DMSO, 100% 3 nM vasopressin;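 active means activation above the mean activation of all tested compounds plus 3 SD, per screening run, cut at about 20% in these data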;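 further: signal is peak over basal fluorescence ratio across a 100 second FLIPR read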
Target sequence (P37288 whole entry, looked up): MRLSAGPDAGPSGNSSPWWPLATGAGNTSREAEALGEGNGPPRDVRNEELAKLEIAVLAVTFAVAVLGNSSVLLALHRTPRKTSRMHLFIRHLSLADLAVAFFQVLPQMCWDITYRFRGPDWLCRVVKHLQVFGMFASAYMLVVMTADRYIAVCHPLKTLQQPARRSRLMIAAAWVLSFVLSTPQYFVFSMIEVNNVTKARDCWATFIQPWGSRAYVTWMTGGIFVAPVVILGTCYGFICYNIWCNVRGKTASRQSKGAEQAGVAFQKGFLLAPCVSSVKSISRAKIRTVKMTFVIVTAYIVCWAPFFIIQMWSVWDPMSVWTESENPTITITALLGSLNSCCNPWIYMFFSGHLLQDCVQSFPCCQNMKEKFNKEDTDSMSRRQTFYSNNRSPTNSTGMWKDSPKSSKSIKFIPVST
OXTR potentiator: potentiates the human oxytocin receptor response | P30559 | CHO-OTR cells, Fluo-8 calcium fluorescence, potentiator mode; 0% = oxytocin EC15, 100% = EC100 | activation, % at 3 µM | 320,000 compounds, 0.061% hits | AID 2445;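 active means activation above that plate's cutoff, the mean activation of tested compounds plus 3 SD, cut at about 6.6% in these data, passing the limit was not always enough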;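 further: 100% uses oxytocin at 75 nM as the full agonist control; some results filed as inactive read as strong as hits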
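Measured by – Fluo-8 calcium dye fluorescence · Test system – human OTR in CHO cells · Dosing – one concentration, 3.0 µM compound · Controls – EC15 oxytocin alone as 0%, 75 nM oxytocin as 100% · Evaluation – normalized max/min fluorescence ratio, % activation · Timing – 6 min pre-incubation, 100 s read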
CHO-K1 Ca antag: nonselective inhibitor or artifact in parental CHO-K1 cells | ATP-induced calcium, Fluo-8 fluorescence | inhibition, % at 3 µM | 360,000 compounds, 0.6% hits;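 active means inhibition above a per-plate cutoff, the plate's mean sample inhibition plus 3 SD, cut at about 24% in these data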;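 further: 0% = DMSO plus EC80 ATP and 100% = DMSO alone without ATP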
The depositor's hits bear a star; nt = not tested or not shown.

canonical_smiles	CHO parental Ca	CHO-K1 Ca antag	CHRM1 agonist	TAAR1 antagonist	V1aR counter	TAAR1 agonist	M1 ag parental	OXTR potentiator	M1 PAM parental
OCCCn1c(C(CO)Nc2nc(-c3ccc(Cl)cc3)cs2)nc2ccccc21 (stereo unspecified)	-10	-3	-1	10	1.8	7	-0.4	-10	-11
CS(=O)(=O)c1ccc(C(=O)OCC(=O)NC(=O)Cc2ccccc2)cc1	-18	-3	3	-15	2.6	11	5.5	-2	13
O=C1CC(N2CCN(c3cccc(C(F)(F)F)c3)CC2)C(=O)N1c1ccccc1F (stereo unspecified)	0	-6	-2	1	3.2	3	0.6	-12	11
CS(=O)(=O)c1cnc2c(-c3ccsc3)cnn2c1N	4	-3	-1	-11	2.2	1	-0.1	1	-10
Cc1oc2cc(OCC(=O)O)ccc2c(=O)c1Oc1ccccc1	4	-21	-1	-5	0.8	1	0.4	-5	16
COc1ccc(N2CCN(CCCNC(=O)Nc3ccccc3)CC2)cc1	-12	-13	-3	-13	0.7	2	0.6	-7	21
Cc1[nH]c2ccccc2c1Cc1nnc(SCC(N)=O)o1	5	-6	-3	-4	0.9	1	0.1	-20	19
CCCC(=O)Nc1ccc(NC(=O)c2ccccc2)nc1	-18	-15	1	-7	0.0	0	0.3	-11	14
CCOC(=O)Nc1ccc(C(N)=O)cc1	0	-7	-4	-8	1.0	4	0.4	-1	12
O=C(CSC1=NS(=O)(=O)c2ccccc21)Nc1ccccc1	-5	10	2	-12	2.6	3	1.5	1	-9
O=C(CSc1nncs1)Nc1ccc(S(=O)(=O)N2CCCC2)cc1	-1	-15	-6	-10	0.2	2	2.5	1	24
O=C(CN1CCN(C(=O)c2ccco2)CC1)Nc1cc(Cl)ccc1Cl	-5	-2	-1	-10	2.3	9	2.7	-19	-3
O=C(NCCCCNC(=O)c1cccs1)c1cccs1	-12	-3	1	-4	1.2	6	0.7	-2	3
O=C(c1ccccc1)c1ccc(N2CCOCC2)c(F)c1	-5	-4	-4	3	3.1	5	4.3	1	10
COc1ccccc1NC(=O)N1CCN(C(=O)c2ccco2)CC1	-3	3	-1	-6	0.0	4	2.1	-6	11
c1ccc(-c2nnc(-c3ccccn3)c(-c3ccccn3)n2)nc1	-4	-3	-4	-5	0.5	0	0.0	-1	12
Cc1occc1C(=O)NC(C)C1CCCO1 (stereo unspecified)	-3	-5	-4	15	0.3	6	-0.1	-3	21
O=c1[nH]c([N+](=O)[O-])nn1C(c1ccccc1)c1ccccc1	-2	12	-7	-4	-0.7	-1	0.2	-10	-9
CCC(Sc1nc(-c2ccccc2)c(C#N)c(=O)[nH]1)C(=O)Nc1cc(C)on1 (stereo unspecified)	-10	4	-3	5	-0.2	4	-0.4	-5	-1
CC1(C)CC(=O)C(C=NCCN2CCN(CCc3ccccc3)CC2)=C(O)C1	-6	-9	-7	4	0.8	14	0.5	7	31
COc1ccccc1NS(=O)(=O)c1cc(NC(=O)CNC(=O)c2cc(C)cc(C)c2)ccc1C	-11	-9	-7	26	0.3	-1	2.7	-7	13
OC(CNCCc1ccc(Cl)cc1)COc1cc(Cl)ccc1Cl (stereo unspecified)	-13	1	-5	11	6.3	35	1.3	-11	-8
COC(=O)c1c(NC(=S)Nc2ccc(F)cc2[N+](=O)[O-])sc2c1CCCCC2	-18	-7	-2	-4	0.7	0	0.5	-9	16
Cc1ccccc1N1CCN(C2CCCN(C(=O)c3cc[n+]([O-])cc3)C2)CC1 (stereo unspecified)	-8	-11	-2	-9	0.2	1	0.8	-10	3
Cc1ccc2nc(Nc3ccc4[nH]c(=O)[nH]c4c3)c(-n3nc(C)cc3C)nc2c1	-15	-18	-4	-29	0.1	21	0.7	-11	-5
COc1ccc(C(C(=O)NC2CCCCC2)N(C(=O)c2ccco2)c2ccc(-n3cnnn3)c(C)c2)cc1 (stereo unspecified)	-7	-4	-4	3	0.0	6	0.1	-26	18
COc1ccccc1N(CC(=O)N1CCCC1)S(=O)(=O)c1ccc(C)cc1	-11	-13	-5	5	-0.2	-3	1.0	-8	-7
Cc1cccc(NC(=O)c2cccc(S(=O)(=O)Nc3c(C)n(C)n(-c4ccccc4)c3=O)c2)c1	nt	-15	-6	-11	nt	1	3.7	nt	13
Fc1ccc(N2CCN(/C=C/c3nnnn3-c3ccccc3)CC2)cc1	-5	5	-5	22	0.0	-1	0.0	-14	-3
Cc1nnc(SCC(=O)N(CC(C)C)c2c(N)n(CC(C)C)c(=O)[nH]c2=O)n1-c1ccccc1	-6	15	-7	16	1.3	0	-0.8	-6	-10
OC(Cc1cccc(Br)c1)c1ncc(-c2cccc(C(F)(F)F)c2)[nH]1 (stereo unspecified)	nt	19	1	20	nt	-1	4.3	nt	-7
CCCN1C(=O)C(=O)c2cc(C)ccc21	-5	-8	-6	4	-1.3	0	-0.5	-3	6
CCN1C(=O)[C@H]2[C@@H](c3ccc(-c4ccc(Cl)c(Cl)c4)cc3)N[C@@](C)(C(=O)OC)[C@H]2C1=O	-12	-10	-5	-1	0.0	3	0.5	-3	2
CCCCCCCN1N=C(C)C(C(=O)c2ccccc2)C1=O (stereo unspecified)	-14	9	2	-8	1.2	2	-0.3	-4	8
Cc1cc(Cl)ccc1OCC(=O)N[C@@H](Cc1ccccc1)c1nc2ccccc2[nH]1	-13	-8	-5	-21	0.8	3	0.1	-3	11
Cc1sc2nc(CN3CCOCC3)nc(N3CCN(S(=O)(=O)c4ccccc4)CC3)c2c1C	-22	-6	-7	25	3.7	3	1.5	-6	-12
CC1CCC(NC(=O)CCNC(=O)c2ccccc2)CC1 (stereo unspecified)	-2	-5	-4	-1	-0.2	8	0.2	1	3
CC1CCCC(C)N1C(=O)COC(=O)CCC(=O)c1cccs1 (stereo unspecified)	-9	-18	-4	6	-0.1	4	1.1	5	23
OCCCn1c(C2CCCN2c2nc(-c3ccc(Cl)cc3)cs2)nc2cc(Cl)c(Cl)cc21 (stereo unspecified)	-26	-16	-8	9	-0.9	2	0.1	-13	23
N/C(=N\OC(=O)CCCN1C(=O)c2ccccc2C1=O)c1ccc(Br)cc1	-5	-2	-1	14	0.2	11	0.2	-9	18

The final two entries of the part above are carried over, then new ones follow.
canonical_smiles	CHO parental Ca	CHO-K1 Ca antag	CHRM1 agonist	TAAR1 antagonist	V1aR counter	TAAR1 agonist	M1 ag parental	OXTR potentiator	M1 PAM parental
OCCCn1c(C2CCCN2c2nc(-c3ccc(Cl)cc3)cs2)nc2cc(Cl)c(Cl)cc21 (stereo unspecified)	-26	-16	-8	9	-0.9	2	0.1	-13	23
N/C(=N\OC(=O)CCCN1C(=O)c2ccccc2C1=O)c1ccc(Br)cc1	-5	-2	-1	14	0.2	11	0.2	-9	18
COc1cc(NC(=O)c2ccc(COc3ccccc3Br)o2)cc(OC)c1OC	-16	-7	-3	31	2.5	5	3.5	-5	12
CCN(Cc1ccccc1)S(=O)(=O)c1c(C(=O)N2CCCC2)c(C)n(C)c1C	-7	-6	-5	-14	-0.2	2	0.3	-9	14
CS(=O)(=O)N(CC(=O)Nc1ccccc1)Cc1ccc(Cl)cc1	-5	-4	-4	16	0.2	12	0.5	-6	10
COc1cccc(NC(=S)N2CCN(Cc3ccccc3)CC2)c1	-3	-10	-5	-14	1.1	1	1.1	0	13
COC(=O)Cc1ccc(NC(=S)NCc2cccc(OC)c2)cc1	5	-2	-12	10	-0.5	5	1.1	-4	17
COc1ccccc1Nc1nc(N)nc(CN(C)C2CCCCC2)n1	-14	-10	-4	-13	0.2	4	0.2	-14	17
CC(=O)OCC(=O)C1(O)CCC2C3CC(C)C4=CC(=O)C=CC4(C)C3(F)C(O)CC21C (stereo unspecified)	nt	-11	-1	-8	nt	4	0.3	nt	10
COC(=O)c1ccc(NC(=S)NCCC2=CCCCC2)cc1	-5	-1	-3	15	6.4	14	10	-11	-8
O=C(NCCCN1CCOCC1)c1sc2cc(Cl)ccc2c1Cl	-1	-8	-7	7	1.4	7	0.6	-14	-1
NCc1oc(-c2ccccc2)cc1C(=O)O	5	13	-5	9	1.3	3	0.3	-6	10
Cc1nc2ccccc2c(=O)n1Cc1ccco1	0	7	-3	-24	1.3	0	0.8	-3	5
Cn1cnnc1SCC(=O)NN(c1ccccc1)c1ccccc1	1	-10	-5	2	-0.1	2	-0.3	-12	18
CSCCC(C)N1CCC(Oc2ccc(C(=O)N3CCCC3)cc2)CC1 (stereo unspecified)	-7	2	-6	-22	0.3	0	-0.3	-2	19
O=C(Cn1cnc2c(nnn2Cc2ccc(F)cc2)c1=O)N1CCN(c2ccccc2)CC1	-21	-49	-6	-8	1.8	7	2.2	-4	10
COc1ccc2c(c1)C1CC(C)(NC(=O)C1C(=O)c1ccccc1)O2 (stereo unspecified)	-24	-21	5	-12	-0.6	15	1.0	5	18
CCOc1ccccc1N(CC(=O)NCc1ccccc1)C(=O)CCC(=O)Nc1cc(C)ccn1	-17	-7	-3	-1	0.6	7	4.8	-14	25
O=C(COC(=O)c1n[nH]c2ccccc12)c1cccc(Br)c1	-22	16	0	27	1.6	3	0.8	-4	-29
COc1ccccc1NC(=O)NC1CCS(=O)(=O)C1 (stereo unspecified)	-10	-2	0	-15	0.3	8	0.1	-3	-2
O=C(Nc1cccc(S(=O)(=O)N2CCCCC2)c1)c1cncc(Br)c1	-22	6	0	28	10	12	5.8	-10	-9
Cc1csc(=O)n1CCC(=O)OCC(=O)c1c(N)n(CC(C)C)c(=O)n(C)c1=O	-11	3	-1	8	7.4	8	9.9	-11	4
COc1ccc(-c2csc3ncnc(N4CCN(S(=O)(=O)c5ccc(Cl)s5)CC4)c23)cc1	-10	2	-3	4	0.3	1	0.2	-6	-8
O=C1CC(N2CCN(Cc3ccc(Cl)cc3)CC2)C(=O)N1CCc1ccccc1 (stereo unspecified)	-17	1	-2	-8	8.4	4	7.3	-17	-23
Cn1c(CN2CCCC2)nc2cc(NC(=O)COc3ccc([N+](=O)[O-])cc3)ccc21	-9	-1	-11	0	0.8	4	0.0	-15	6
